EP2 mod: modulates human prostaglandin E2 receptor EP2 signaling. P43116. EP2-expressing cells, cAMP HTRF FRET, PGE2 co-stimulation. induction, % at 25 µM. hit rate 0.83% among 260,000. AID 940;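 active means compounds whose cAMP rise, as percent of the full-agonist control response, exceeds 60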;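 further: rat C6 glioma line stably carrying human EP2 under a CMV promoter; the protocol text gives 20 µM as final concentration; 100% = response of wells given 1 µM PGE2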
Target sequence (P43116 whole entry, looked up): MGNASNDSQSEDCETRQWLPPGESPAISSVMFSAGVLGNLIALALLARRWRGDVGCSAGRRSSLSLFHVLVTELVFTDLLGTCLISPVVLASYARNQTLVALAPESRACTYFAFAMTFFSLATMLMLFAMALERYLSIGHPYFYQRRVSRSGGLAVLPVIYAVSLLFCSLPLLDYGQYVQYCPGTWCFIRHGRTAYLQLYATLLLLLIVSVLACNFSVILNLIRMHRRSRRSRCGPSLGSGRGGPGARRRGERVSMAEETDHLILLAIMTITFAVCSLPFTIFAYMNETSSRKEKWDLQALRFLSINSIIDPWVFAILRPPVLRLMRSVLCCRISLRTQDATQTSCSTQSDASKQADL
RBBP9 inhibitor: inhibitors of human serine hydrolase RBBP9; hit rate 0.2% among 220,000; inhibition, % at 7.94 µM; recombinant RBBP9, FP-Rh probe fluorescence polarization;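 active means inhibition above the campaign mean of all tested compounds plus 3 SD, cut at about 14% in these data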;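 further: plate controls were DMSO wells with RBBP9 for no effect and wells lacking RBBP9 protein for full effect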
Target sequence (O75884 whole entry, looked up): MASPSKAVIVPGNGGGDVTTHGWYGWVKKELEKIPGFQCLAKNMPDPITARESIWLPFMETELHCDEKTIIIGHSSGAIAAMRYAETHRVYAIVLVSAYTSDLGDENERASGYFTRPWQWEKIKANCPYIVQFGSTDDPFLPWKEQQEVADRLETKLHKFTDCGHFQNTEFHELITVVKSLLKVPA
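Controls: DMSO-treated enzyme wells and wells lacking RBBP9 | Material: RBBP9 protein | Technique: Fluorescence polarization | Replication: Single well per compound, no replicates | Buffer or medium: Tris-NaCl-Pluronic buffer, pH 8.0 | Timing: 30 min compound preincubation, 45 min probe labeling, 25 °C | Read-out basis: Percent inhibition from mP, scaled between DMSO and no-protein wells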
TNF necrop inh: TNF-alpha cell death inhibition in Jurkat FADD-/- cells; Jurkat FADD-/- TNF necroptosis rescue, ATP luminescence, 24 h; 0 = TNF only, 100 = no-TNF cells; activation (protection from cell death), % at 10 µM; hit rate 0.068% among 220,000;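 active means activation, meaning protection from cell death, of at least 50% relative to plate controls; inactive means activation below 50%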;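 further: necroptosis triggered by 40 ng/mL TNF-alpha added together with compound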
EP2 antag: EP2 receptor (human) inhibition; hit rate 0.52% among 260,000; P43116; inhibition, % at 25 µM; C6 glioma cells expressing human EP2, cAMP TR-FRET; cells stimulated with saturating PGE2;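 active means percent inhibition above 40 after rounding to a whole number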;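 further: rat C6 glioma host cells with rolipram phosphodiesterase inhibitor present; the protocol text gives 20 µM as final concentration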
zVAD death inh: blocks zVAD induced death of L929 cells; L929 zVAD necroptosis rescue, ATP luminescence, 24 h; with zVAD 60 µM; viability rescue, % at 10 µM; hit rate 0.38% among 220,000; AID 1377;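 active means activation, scaled between plate controls, above about 75%, limit read from the data; inactive means activation under that limit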;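 further: 0% = zVAD with DMSO and 100% = DMSO alone without zVAD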
Hck-Nef inh: blocks Nef-activated human Hck kinase | Recombinant Hck-YEEI plus Nef, Z-Lyte FRET kinase assay | inhibition, % at 20 µM | hit rate 0.68% among 220,000 | AID 463187;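 active means Hck-Nef kinase inhibition above about 50%, limit read from the data; inactive means inhibition below that limit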;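 further: 0% = DMSO with Hck plus Nef and 100% = Hck alone without Nef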
Target sequence (P08631 whole entry, looked up): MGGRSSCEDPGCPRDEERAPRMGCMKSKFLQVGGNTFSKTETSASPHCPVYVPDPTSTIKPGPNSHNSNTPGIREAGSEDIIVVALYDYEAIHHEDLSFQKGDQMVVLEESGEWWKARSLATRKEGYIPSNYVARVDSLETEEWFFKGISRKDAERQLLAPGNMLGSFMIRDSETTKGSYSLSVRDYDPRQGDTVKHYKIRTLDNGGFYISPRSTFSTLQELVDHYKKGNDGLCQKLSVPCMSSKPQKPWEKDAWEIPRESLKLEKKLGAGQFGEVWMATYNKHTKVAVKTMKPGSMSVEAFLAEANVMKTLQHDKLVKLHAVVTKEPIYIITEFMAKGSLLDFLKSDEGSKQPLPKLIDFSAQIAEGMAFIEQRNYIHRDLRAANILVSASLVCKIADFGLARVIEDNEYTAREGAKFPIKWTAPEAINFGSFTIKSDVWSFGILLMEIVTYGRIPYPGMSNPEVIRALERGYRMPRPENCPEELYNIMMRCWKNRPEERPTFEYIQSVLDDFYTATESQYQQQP
PERK inhibitor: inhibitors of human PERK kinase. Q9NZJ5. CHO PERK-DD fusion, SEAP luminescence translation reporter. inhibition, % at 5.6 µM. hit rate 0.17% among 220,000;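 active means inhibition above the mean inhibition of all tested compounds plus 3 SD, set separately per screening campaign, cut at about 2.9% in these data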;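 further: PERK kinase domain activated by AP20187 dimerizer at 100 nM; 0% = DMSO with dimerizer and 100% = rapamycin at 8.4 µM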
Runt-SMMHC FRET: inhibitors of human RUNX1 Runt domain binding to CBFb-SMMHC. Q01196+Q13951. Cerulean-Runt/Venus-CBFb-SMMHC FRET ratio 530/480, 1 h. inhibition, % at 20 µM. hit rate 0.74% among 220,000. AID 1434;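 active means mean inhibition across duplicate retests at 20 µM reaching about 50%, limit read from the data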;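 further: 0% = DMSO wells and 100% = wells with excess untagged CBFb-SMMHC; inhibitors lower the FRET ratio by blocking Runt binding to CBFb-SMMHC; some results filed as inactive read as strong as hits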
Runt-CBFb FRET: blocks binding of human RUNX1 Runt domain to CBFb; Q01196+Q13951; Cerulean-Runt/Venus-CBFb FRET ratio 530/480, 1 h; inhibition, % at 20 µM; hit rate 0.46% among 220,000;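 active means inhibition over about 50% at 20 µM in the single-dose screen, limit read from the data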;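 further: 0% = DMSO wells and 100% = excess unlabeled CBFb competitor control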
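Measured by: fluorescence energy transfer, 422 nm excitation, 530/480 nm emission; test system: Cerulean-tagged RUNX1 Runt domain (FRET donor) fusion protein; buffer or medium: Tris pH 7.5 buffer with BSA; compound: one dose, 20 µM compound, 1% DMSO; times: two 1 h room-temperature incubations shielded from light; benchmarks: unlabeled CBFb 5 µM, positive control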
An asterisk follows results filed as active; / = no result given; & = joins results of further samples. This is a subset, so the mix of outcomes need not match the whole.

SMILES	EP2 mod	RBBP9 inhibitor	TNF necrop inh	EP2 antag	zVAD death inh	Hck-Nef inh	PERK inhibitor	Runt-SMMHC FRET	Runt-CBFb FRET
CSc1nsc2nc(=O)c(/C=C3\C(C)=Nc4ccccc43)c(N)n12	-25	-6	-0.6	5	4.3	-42	0.4	14	-1
COc1ccc(-c2ccc(C#N)c(OC)n2)cc1	3	2	-1.4	4	0.9	16	0.6	1	-1
CCOc1ccc(CNCc2ccccc2Cl)cc1	-49	-6	1.7	2	-0.1	50	-0.5	0	0
[O-][n+]1c2ccc3nonc3c2nn1-c1ccccc1Cl	6	4	-1.0	/	1.4	-13	1.1	4	1
Cc1ccc(N(CC(=O)Nc2cc(Cl)ccc2Oc2ccccc2)S(C)(=O)=O)cc1C	45	-14	5.3	13	0.1	7	-0.9	-1	1
Cc1ccc(S(=O)(=O)N2CCN(C(=O)CCC(=O)NCc3ccc(F)cc3)CC2)cc1	0	0	1.7	6	0.2	-6	1.3	0	-2
CCCCCCOC(=O)CCc1c(C)nc(N)[nH]c1=O	20	-6	-1.8	11	-0.3	-2	0.3	1	0
COc1cc(NC(=O)Cc2nn(C)c(=O)c3ccccc23)cc(OC)c1OC	-1	2	-4.3	0	-0.1	-1	1.1	-1	-2
CN(C)S(=O)(=O)c1ccc(C(=O)N2CCC(c3nc4ccccc4o3)CC2)cc1	5	-10	-0.8	12	-0.2	1	-0.9	-1	1
O=C(c1ccccn1)N1N=C2/C(=C/c3ccc(F)cc3)CCCC2C1c1ccc(F)cc1 (stereo not drawn)	28	-6	-0.5	4	1.3	0	-0.8	-2	-2
Cc1ccc2c(c1)-c1c(ssc1=S)C(C)(C)N2C(=O)CSC1=NCCS1	45	-4	-3.5	8	0.1	-1	-1.0	-6	-1
CS(=O)(=O)NCC(c1cccnc1)N1CCN(c2ccccc2F)CC1 (stereo not drawn)	4	-6	1.6	14	-0.1	8	0.3	-2	-1
CCCCNCC1C(Oc2ccc(Cl)cc2)C(=O)N1c1ccccc1C (stereo not drawn)	27	-7	4.2	3	0.3	11	-0.6	0	-2
O=C(CSc1nnc(-c2ccccc2F)o1)OCc1ccccc1	43	-6	-1.5	12	-0.3	10	1.3	4	-1
O=C1CC(N2CCC(c3nc4ccccc4s3)CC2)C(=O)N1 (stereo not drawn)	-2	1	-1.2	9	-0.3	0	0.3	0	2
COc1cccc(NC(=O)CN(c2ccc(C)cc2)S(=O)(=O)c2c(C)nn(C)c2C)c1	-9	-6	-2.3	6	1.3	-1	-0.5	-4	-1
Fc1cccc(CSc2ncnc3c2oc2ccccc23)c1	80*	2	-2.4	15	-0.3	1	0.1	-6	-4
CCn1c(N)c(C(=O)NCCOC)sc1=S	-12	-4	0.9	20	-0.3	-2	0.3	3	7
O=C(CCNS(=O)(=O)c1ccc(Cl)cc1)NCc1cccs1	-23	2	4.3	5	0.1	8	-0.1	-2	-2
O=C(CCCCCn1c(=S)[nH]c2ccc(N3CCOCC3)cc2c1=O)NCc1ccccc1	-8	-5	0.8	11	0.0	-19	0.2	-30	1
Cc1ccccc1NC(=O)c1ccc(-c2ccc(Cl)cc2Cl)o1	-28	0	-0.1	10	1.5	-2	1.0	-3	2
CCCn1c(SCC(=O)NCC2CCCO2)nc2c1c(=O)n(C)c(=O)n2C (stereo not drawn)	8	-1	-2.7	2	-0.1	2	-1.0	0	0
Cn1c(=O)oc2cc(S(=O)(=O)NCCC(=O)Nc3ccc4c(c3)OCCO4)ccc21	-9	9	1.5	7	1.8	-4	0.7	1	0
CCOc1ccc(-n2ccnc2SCC(=O)N2CCCc3ccccc32)cc1	-19	-5	-3.1	4	-0.1	5	-0.7	-1	0
CC(C)c1ccc(CNC(=O)CSCC(=O)Nc2ccc3ccccc3c2)cc1	-4	-32	-1.6	6	1.3	1	0.3	-6	-6
OC1(c2cccc(F)c2)CCN(Cc2ccncc2)CC1	-20	-3	1.8	7	1.7	-2	-0.2	2	5
O=C(NCCc1csc(-c2ccccc2)n1)c1ccc(Br)o1	-18	-4	-1.1	16	2.8	2	0.0	2	2
COc1ccccc1CNC(=O)C(NS(=O)(=O)c1ccc2c(c1)OCCO2)C(C)C (stereo not drawn)	13	-8	1.3	5	0.1	0	-1.3	1	0
C=CCc1cccc(CNc2c(C)n(C)n(-c3ccccc3)c2=O)c1O	15	5	-2.7	10	-0.3	-1	0.2	-2	-3
C/C(N)=C(/C#N)C(=O)CSc1nc2ccc(C)cc2[nH]1	-34	-7	0.4	3	3.9	-1	-0.1	1	0
CCN(CC)C(=O)CSc1nnc(-c2ccccn2)n1-c1ccccc1OC	5&29	-2	1.9	19&7	0.6	25	1.8	-2	0
COc1cc(C(=O)Nc2cccc(-c3nncn3C)c2)cc(OC)c1OC	-2	0	-1.3	16	0.6	1	1.0	-1	0
Cc1nnc(NC(=O)/C=C/c2ccco2)s1	-10	-9	1.0	13	-0.5	4	1.1	-10	11
CC1(CCc2ccccc2)NC(=O)N(CC(=O)Nc2ccccc2)C1=O (stereo not drawn)	14	-7	0.5	4	-0.8	16	1.2	0	0
CC1CC(C)CN(CCCNC(=O)Cn2ncc3c(=O)oc4ccccc4c32)C1 (stereo not drawn)	-13	-10	0.2	8	0.9	1	0.3	1	0
CCN(CC)C(=O)CSc1nc(O)cc(=O)n1CC	19	-4	-3.0	2	0.0	-1	-0.5	2	-1
O=C1C2C(c3cccc(/C=C/c4ccccc4)c3)CC=CC2C(c2ccc3ccccc3c2)N1Cc1ccccc1 (stereo not drawn)	6	/	-3.7	13	1.4	26	/	0	0
CN(c1ccc(OCC(=O)N2CCOCC2)cc1)S(=O)(=O)c1ccc(Cl)cc1	-12	0	-0.5	3	1.2	21	2.2	-2	0
CCOc1ccc(NC(=O)c2cnsn2)cc1	-13	3	-2.1	10	0.1	0	0.4	2	0
Cc1ccc2c(c1)C(=O)CCCCC(=O)N2	6	3	3.0	1	1.4	30	1.2	-3	0
CCn1c(N2CCN(C(=S)NC)CC2)nc2ccccc21	7	0	-2.2	/	-0.1	1	0.8	-2	/
O=C(NC1CC1)C1CCCN(C(=O)Nc2ccc(F)cc2)C1 (stereo not drawn)	-4&-19	-5	1.8	9&8	1.2	4	0.6	4	-1
COc1cc(/C=N/Nc2nc3ccccc3[nH]c2=O)ccc1O	16	-7	-2.5	5	78*	42	0.1	-5	0
Cc1ccc(S(=O)(=O)N2CCN(S(=O)(=O)N3CCOCC3)CC2)c(C)c1	-1	-7	1.5	12	0.7	4	-0.1	-5	0
CC1(C)CC2(CCO1)OC(=O)CC2C(=O)NCCc1ccccc1 (stereo not drawn)	-1	-8	0.7	5	-0.1	-1	1.6	-8	0
CN1C(=O)C(C(=O)NC(C)(C)C)C2c3ccccc3OC13CCCCC23 (stereo not drawn)	14	2	-0.2	8	1.0	1	-1.0	1	-1
O=[N+]([O-])c1ccc(N2CCCC2)nc1	-11	0	1.8	10	0.5	7	0.3	0	0
COCCCNC(=O)c1cccc(C(=O)NCCCOC)c1	6	-6	0.9	3	2.0	-2	0.5	0	0
O=C(CN1C(=O)c2ccccc2C1=O)N1CCOCC1	17	-9	-3.0	11	-0.2	-1	-0.3	-1	-1
COc1cccc(C(=O)NC(=O)Nc2cc(C)on2)c1	-33	2	1.3	4	0.0	0	0.7	-1	1
CCc1nc(NCC2CCCN2CC)c2nnn(Cc3ccccc3F)c2n1 (stereo not drawn)	-19	-5	-1.5	18	-0.6	-1	-1.7	-4	-2
Cc1ccnc(N(C(=O)c2cccs2)C(=O)c2cccs2)c1	8	-4	-3.3	10	1.8	1	1.1	-3	-1
CCOC(=O)NC(NS(=O)(=O)c1ccccc1)(C(=O)OCC)C(F)(F)F (stereo not drawn)	-7	8	1.3	2	0.9	4	0.0	-3	2
CCOC(=O)Cc1csc(NS(=O)(=O)c2ccc3c4c(cccc24)C(=O)N3CC)n1	18	-9	-0.5	18	2.1	4	0.6	-13	-6
C#CCN(CC=C)C(=O)CCc1nnc(COc2ccccc2)o1	7	-8	0.8	8	3.4	29	0.3	/	/
CCN(CC)C(=O)C1CC(c2ccc(OC)cc2)=NO1 (stereo not drawn)	29	-4	0.3	3	0.1	1	1.0	-4	-1
CN1CCN(C(=O)C2=C[C@@H](C(C)(C)C)C[C@@H](OCc3ccc(CO)cc3)O2)CC1	10	-1	0.8	15	0.3	3	0.6	-3	-1
CCCC(c1nnnn1Cc1ccco1)N1CCN(C2CCCC2)CC1 (stereo not drawn)	37	-5	-1.1	8	-1.6	-13	-0.7	0	-1
C=CCn1c(SCc2nc3ccccc3c(=O)[nH]2)nc2scc(C3CC3)c2c1=O	10	-15	1.1	20	1.0	-1	-1.2	-5	0
CCOC(=O)Nc1sc(NS(=O)(=O)c2ccccc2)nc1C	45	1	-1.6	5	-0.5	1	1.6	2	2

3 entries out of the list above, arranged by the value under Runt-CBFb FRET, lowest first.
| Molecule | Runt-CBFb FRET |
| --- | --- |
| CCc1nc(NCC2CCCN2CC)c2nnn(Cc3ccccc3F)c2n1 (stereo not drawn) | -2 |
| CCCC(c1nnnn1Cc1ccco1)N1CCN(C2CCCC2)CC1 (stereo not drawn) | -1 |
| Cc1ccc(S(=O)(=O)N2CCN(S(=O)(=O)N3CCOCC3)CC2)c(C)c1 | 0 |

(continued)
SMILES	EP2 mod	RBBP9 inhibitor	TNF necrop inh	EP2 antag	zVAD death inh	Hck-Nef inh	PERK inhibitor	Runt-SMMHC FRET	Runt-CBFb FRET
CCCCc1cn([C@@H](CCCCNC(=O)OC(C)(C)C)C(=O)N2CCN(C(=O)OC(C)(C)C)CC2)nn1	-21	-8	0.5	7	-1.2	-6	0.5	-5	-8
CCC(C(=O)c1ccccc1)N(C(=O)c1ccccc1Cl)N1C(=O)C2C3C=CC(C3)C2C1=O (stereo not drawn)	31	2	-2.6	/	0.3	-1	-1.2	0	-2
CCCOc1ccc(C(=O)N2CCN(c3ccc(NC(=O)CC)cc3Cl)CC2)cc1	-39	-2	2.5	7	-0.1	7	0.5	-8	-3
CC(C)(C)c1cc2nc3c(c(=O)n2[nH]1)CN(Cc1ccccc1)C3=O	13	-6	3.8	10	0.4	6	-0.4	10	27
COC(=O)Oc1ccc(/C=N/NC(=O)CSCc2ccccc2Br)cc1OC	-41	-10	-9.8	10	0.1	-12	0.2	-1	-2
Cc1n[nH]c(C)c1CCCCOc1ccccc1	3	1	1.8	12	0.4	25	0.3	1	-1
CCOc1c(N2CC(C)OC(C)C2)c(=O)c1=O (stereo not drawn)	4	7	7.8	6	0.0	1	1.6	-1	2
COc1cc(/C=N\NC(=O)c2ccc(Cn3cc(Br)c([N+](=O)[O-])n3)o2)cc(OC)c1O	-31	-2	3.8	22	0.4	2	0.8	24	6
